IL-1B inflam inh = blocks inflammasome-driven IL-1 beta release; THP-1 LPS/ATP IL-1B secretion, AlphaLISA, 16 h; hits give low values; activity change, % at 57.5 µM; 360,000 tested, 4.7% active; AID 743279; in the data active = activity change below about -50%; inconclusive = mostly about -30% to -49%; note: % is set by controls: 0 for no effect and ±100 for the full control effect
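THP-1 cells pretreated 1 hr with compounds (up to 57.5 uM final), then stimulated with LPS (250 ng/mL final) plus ATP (1.25 mM final); secreted IL-1B measured by AlphaLISA after 16 hr, decreased signal indicating inhibition.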
DRD3 antagonist = blocks the human D3 dopamine receptor. max response, negative = inhibition, %. D3R cells, DiscoveRx beta-arrestin luminescence, antagonist mode; hits give low values. 360,000 tested, 2.5% active. P35462; in the data active = max response below about -50%; inconclusive = no clear call, values can overlap the other calls; note: % is set by controls: 0 for no effect and ±100 for the full control effect; mostly tested at two doses, the higher about 12 µM
Target sequence (P35462 whole entry, looked up): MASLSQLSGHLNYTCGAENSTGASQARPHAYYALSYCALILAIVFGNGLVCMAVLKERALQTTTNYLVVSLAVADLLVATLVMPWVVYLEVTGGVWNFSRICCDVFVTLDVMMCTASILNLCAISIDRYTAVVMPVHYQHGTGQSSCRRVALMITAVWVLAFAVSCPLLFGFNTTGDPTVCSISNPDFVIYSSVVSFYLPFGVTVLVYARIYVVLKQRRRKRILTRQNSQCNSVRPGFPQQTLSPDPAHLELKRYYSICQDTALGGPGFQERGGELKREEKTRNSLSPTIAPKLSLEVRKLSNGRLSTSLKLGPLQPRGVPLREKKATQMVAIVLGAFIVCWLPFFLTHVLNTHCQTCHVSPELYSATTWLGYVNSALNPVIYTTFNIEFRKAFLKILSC
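Cells plated overnight at 1500 cells/well, then exposed to library compounds with dopamine controls for 90 minutes at 37 degrees C. DiscoveRx reagent added for 30–60 minutes at room temperature; luminescence read, quantitative HTS format.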
GLP-1R agonist = GLP-1 receptor (human) agonism | P43220 | HEK293 GLP-1R CRE-luciferase, luminescence, 4-6 h; cells express a hypersensitive GLP-1R form | Potency, µM (highest dose often 45.6 µM), inactives show at the highest dose activation, usual class: activators | 380,000 tested, 0.007% active; note: potency is the fitted concentration of half-maximal effect; % of control where 0% means no effect
Target sequence (P43220 whole entry, looked up): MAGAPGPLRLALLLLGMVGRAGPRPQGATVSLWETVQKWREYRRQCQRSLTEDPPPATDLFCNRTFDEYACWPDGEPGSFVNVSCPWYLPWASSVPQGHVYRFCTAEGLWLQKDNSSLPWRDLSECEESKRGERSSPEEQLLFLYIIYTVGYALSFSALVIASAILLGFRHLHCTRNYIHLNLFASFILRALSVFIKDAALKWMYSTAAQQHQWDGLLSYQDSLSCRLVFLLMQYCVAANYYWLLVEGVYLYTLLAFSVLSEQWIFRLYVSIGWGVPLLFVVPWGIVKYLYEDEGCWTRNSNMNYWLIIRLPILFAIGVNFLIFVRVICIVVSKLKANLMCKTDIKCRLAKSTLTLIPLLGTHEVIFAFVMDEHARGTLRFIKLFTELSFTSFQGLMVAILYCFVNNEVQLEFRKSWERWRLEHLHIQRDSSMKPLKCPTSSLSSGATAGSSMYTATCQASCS
DRD3 agonist = agonists of human D3 dopamine receptor; 410,000 tested, 0.58% active; P35462; D3R DiscoveRx beta-arrestin cells, luminescence, 90 min; AID 652048; max activation, %; in the data active = max activation above about 30%; note: 0% is about no effect; mostly tested at two doses, the higher about 12 µM
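Agonist-mode cell screen: cells plated at 1500/well and incubated overnight at 37 °C, then exposed to library compounds for 90 min at 37 °C. Detection reagent was added for 30–60 min at room temperature, and luminescence was read.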
KB-3-1 tox = KB-3-1 parental cell cytotoxicity. KB-3-1 viability, CellTiter-Glo ATP luminescence, 72 h. Potency, µM (series often up to 46.1 µM), for inactives: top-dose activity change, negative = cytotoxic, hits mostly cytotoxic. 400,000 tested, 1.4% active. AID 1347075; note: potency is the fitted concentration of half-maximal effect; % is set by controls: 0 for no effect and ±100 for the full control effect; nearly all actives have a fitted effect of over 60% in size
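Using CellTiter-Glo luminescence, growth of non-resistant KB-3-1 adenocarcinoma cells is assessed 72 h after pin-tool compound addition at 37 °C. Normalized responses across the concentration series yield fitted curves.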
HT1080 IDH1KD tx = toxicity to HT-1080 IDH1 knockdown cells (counter line). 360,000 tested, 2% active. HT-1080 IDH1 knockdown viability, ATP luminescence, 48 h. Potency, µM (highest dose often 46.1 µM), for inactives: top-dose activity, negative = toxicity, actives largely listed as cytotoxic. AID 686971;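 note: potency is the fitted concentration of half-maximal effect; 0% = DMSO wells and -100% = cell-free medium wells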
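HT-1080-IDH1KD cells (IDH1 knocked down), 750/well in RPMI with 5% FBS, treated with compound 48 h at 37 degrees C. Viability by CellTiter-Glo luminescence, normalised to DMSO and no-cell wells; concentration-response curves classed.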
KB-V1 MDR tox = kills drug-selected multidrug resistant KB-V1 cells; KB-V1 MDR cells viability, CellTiter-Glo, 72 h; Potency, µM (top dose mostly 46.1 µM), without a hit: top-dose activity change, negative = cytotoxicity, hits mostly cytotoxic; 400,000 tested, 3.4% active; note: potency is the fitted concentration of half-maximal effect; % is set by controls: 0 for no effect and ±100 for the full control effect; nearly all actives have a fitted effect of over 60% in size
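Luminescent ATP read-out (CellTiter-Glo, 10 min) measures survival of drug-selected KB-V1 MDR cells after 72 h, 37 degrees C compound exposure. Medium: phenol-red-free DMEM, 10% FBS. Values from fitted concentration-response curves.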
SW480 rereplic = induces DNA re-replication in SW480 colon adenocarcinoma cells; SW480 DNA re-replication, Hoechst DNA content imaging, 48 h; 340,000 tested, 1.8% active; Potency, µM (titrated, usually from 46.1 µM), for inactives: at the top dose re-replication activation, hits mostly activators; AID 624297; note: potency is the fitted concentration of half-maximal effect; % of control where 0% means no effect; nearly all actives have a fitted effect of over 55% in size
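Compounds, transferred as 23 nL by pin tool, were incubated with cells for 48 hr; DNA content per nucleus was then quantified by Hoechst staining and fluorescence plate imaging.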
HT1080-NT tox = kills 2HG-producing HT-1080-NT fibrosarcoma cells; HT-1080-NT fibrosarcoma viability, CellTiter-Glo ATP luminescence, 48 h; Potency, µM (titrated, usually from 46.1 µM), inactives show at the top dose activity, negative = less viability, most hits filed as cytotoxic; 360,000 tested, 1.6% active;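 note: NT is the 2HG producing partner of a matched IDH1 knockdown line; potency is the fitted concentration of half-maximal effect; 0% = DMSO-treated cells and -100% = media-only wells without cells; nearly all actives have a fitted effect of over 55% in size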
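HT-1080-NT fibrosarcoma cells (2HG-overproducing), 750 cells/well in RPMI with 5% FBS, dosed after 2 h and incubated 48 h at 37C. CellTiter-Glo luminescence normalized to DMSO and no-cell wells; concentration-response curves fitted and classed.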
* marks the source's active call; other numbers are inactive results; i = inactive; ? = inconclusive; · = not tested or not shown; [ ] = another dose, or the depositor's remark. Unless noted, calls come from the whole dose curve; as a rule, active = well fitted curve in the direction sought with a large enough effect; inconclusive = small, poorly fitted or top-dose-only effect, or another doubt; inactive = no such curve, though single readings can be large; an effect the other way counts as inactive or inconclusive. Compounds were not picked by outcome, and some 12% of all compounds hit somewhere here.

Each structure is followed by: SW480 rereplic	DRD3 antagonist	HT1080-NT tox	GLP-1R agonist	KB-V1 MDR tox	HT1080 IDH1KD tx	KB-3-1 tox	DRD3 agonist	IL-1B inflam inh
> O=C(Nc1c[nH]c(=O)[nH]c1=O)OCc1ccccc1
 : -4%	-21	-3%	7%	?	5%	-9%	-4	0
> COc1cc(-c2nnc(SCC(=O)/C(C#N)=C(\C)N)o2)cc(OC)c1OC
 : -10%	28	-5%	-1%	?	-4%	?	4	31
> Cc1ccc(C(=O)N(Cc2ccccc2)C(C)(C)C)cc1C
 : -3%	-19	3%	0%	-20%	-5%	-3%	-19	-7
> COc1ccc(-c2csc3ncnc(N4CCN(S(=O)(=O)c5cccs5)CC4)c23)cc1
 : ?	9	-13%	7%	?	-10%	?	3	2
> CC1(C)CC(=O)C(C2(O)C(=O)Nc3ccccc32)CO1 (centres undefined)
 : -6%	-18	-3%	-4%	-7%	-1%	-9%	-21	6
> N#CCSc1nc2sc3c(c2c(=O)n1C1CCCCC1)CCCC3
 : 18%	-5	-7%	6%	-3%	-7%	1%	6	?
> CCN(CC)CCCNC(=O)c1ccc2c(c1)N(Cc1c(F)cccc1Cl)C(=O)c1ccccc1S2
 : ·	·	·	-11%	-1%	·	?	-15	·
> CC1CCc2[nH]c3ccc(C(=O)N(C)CC(=O)Nc4ccccc4Br)cc3c2C1 (centres undefined)
 : 10%	24	-20%	1%	-27%	?	-2%	4	-74*
> Cc1cc(C)n(C(=O)Cc2cn3ccsc3n2)n1
 : -5%	5	9%	-4%	-1%	19%	6%	1	-7
> CCOC(=O)c1c(C)[nH]c(C)c1C(=O)COC(=O)c1nn(CC)c(=O)c2ccccc12
 : ·	98	0%	13%	?	-3%	0%	-8	6
> C/C(=N/NC(=O)CNC(=O)/C=C/c1ccccc1)c1ccco1
 : 4%	-1	8%	-3%	10%	0%	1%	-2	70
> O=C(NCC1CCCO1)c1ccc(/C=N/O)nc1 (centres undefined)
 : -4%	11	21%	-5%	29%	17%	11%	5	15
> O=C(COC(=O)Cc1c(F)cccc1Cl)NCCC1=CCCCC1
 : -6%	-2	8%	18%	9%	17%	9%	1	0
> CC(C)NC(=O)NC(=O)COC(=O)C1CCCN1C(=O)c1cccs1 (centres undefined)
 : -3%	1	4%	1%	?	-2%	-1%	-6	23
> O=C(NCc1ccc(F)cc1)c1cc(-c2cccs2)on1
 : -15%	-14	15%	-11%	0%	0%	1%	-11	-4
> N/C(Cc1ccc([N+](=O)[O-])cc1)=N\OC(=O)c1ccc(Br)o1
 : -6%	-19	8%	15%	-15%	0%	26%	-3	-3
> CC(=O)c1[nH]c(C)c(C(C)=O)c1C
 : 2%	8	10%	3%	15%	0%	15%	1	28
> O=C(Nc1ccccc1O)N1c2ccccc2Sc2ccccc21
 : -4%	-17	-13%	26%	11%	-5%	14%	10	10
> COc1cc(NC(=O)CN2C(=O)C(c3ccccc3)=NC23CCCCCC3)cc(OC)c1
 : 2%	-22	-3%	-2%	?	-10%	-9%	-1	?
> COCCNC(=S)NCCCNc1nc2cc3c(cc2cc1C#N)OCO3
 : -1%	56	-1%	2%	4%	1%	2%	5	33
> COc1cc(C)ccc1S(=O)(=O)n1nc(C)cc1C
 : 0%	16	8%	6%	-2%	7%	0%	3	14
> c1ccc(-c2sc3ccccc3c2-c2ccc(OCCN3CCOCC3)cc2)cc1
 : -6%	9	0%	16%	0%	-2%	-8%	-28	0
> Cc1ccc(NC(=O)CSc2nccn(-c3ccc4c(c3)OCCO4)c2=O)cc1
 : 3%	5	3%	-9%	-22%	12%	0%	0	-12
> COc1ccc(F)cc1-c1cc(C(=O)NCc2cc(C(F)(F)F)cc(C(F)(F)F)c2)[nH]n1
 : ·	-14	-14%	2%	-6%	?	-1%	-7	-12
> CN(C)c1nc(OCCNC(=O)COc2ccc(Cl)cc2Cl)nc(N(C)C)n1
 : -1%	16	0%	1%	?	6%	-8%	4	13
> NC(=O)NC(=O)COC(=O)CCSc1ccccc1
 : -6%	8	2%	7%	12%	3%	7%	7	23
> O=C(N/N=C/C=C\c1cccc([N+](=O)[O-])c1)c1cccnc1
 : -12%	18	?	4%	29%	?	-5%	-2	-7
> COc1ccccc1-c1nnc(SCC(=O)Nc2c(Cl)cccc2Cl)o1
 : 2%	-6	-8%	8%	-5%	-15%	-2%	-4	-9
> O=[N+]([O-])c1ccc(Nc2nc(Cl)nc(NCCO)n2)cc1
 : 0%	-12	-4%	4%	-1%	-2%	13%	-8	36
> COc1cc(SC)ccc1C(=O)OCC(=O)N1CCN(C(C)=O)CC1
 : 3%	-64*	0%	0%	-6%	-12%	-8%	-11	-5
> Cc1cccc(NC(=O)CSc2nc(=O)n3ccccc3n2)c1C
 : -139%[inhibitor]	3	3%	14%	9%	4%	2%	2	6
> Cc1c(NS(=O)(=O)c2cc(C(=O)NCCN(C)C)ccc2Cl)c(=O)n(-c2ccccc2)n1C
 : -5%	2	29%	-4%	-5%	16%	-8%	-2	-8
> CCOc1ccc(S(=O)(=O)NCCC(=O)NNC(=O)c2ccc(F)cc2)cc1
 : ·	?	2%	3%	20%	2%	1%	3	?
> Cc1ccc(CNC(=O)Nc2ccc(Cl)cc2)cc1
 : ?	-7	4%	1%	14%	7%	21%	-7	-9
> O=C(NCc1ccccn1)C(=O)N/N=C/c1ccc2c(c1)OCO2
 : -17%	0	-12%	-1%	2%	?	?	-4	0
> O=C(NC1CCSc2ccccc21)c1cc(S(=O)(=O)N2CCOCC2)ccc1F (centres undefined)
 : 2%	5	10%	-10%	·	11%	·	2	-9
> CC1CC(C)CN(C(=O)CSc2nnc(-c3ccc(Cl)cc3)o2)C1 (centres undefined)
 : -6%	0	5%	1%	-11%	-6%	-7%	-6	-17
> N=c1c2c(ncn1Cc1ccco1)Oc1cc(O)ccc1C2c1ccccc1 (centres undefined)
 : ?	34	-16%	7%	?	-13%	?	8	-62*
> C=CCn1c(SCC(=O)Nc2cc(C)on2)nc2c([nH]c3ccccc32)c1=O
 : 8%	3	-12%	-2%	-12%	?	-4%	-1	i
> CCOc1ccc(C(C)=O)cc1COC(=O)c1cnc(Cl)c(Cl)c1
 : ?	-20	?	8%	-9%	?	6%	-3	-108*
> O=C(O)CCCC(=O)NCCc1cccc(Cl)c1
 : -11%	6	18%	-5%	13%	16%	0%	1	-20
> O=C1C2C3C=CC(C3)C2C(=O)N1c1ncn[nH]1 (centres undefined)
 : -3%	22	10%	-9%	2%	4%	18%	-11	7
> COCCn1nnnc1C(C(C)C)N(Cc1cccnc1)Cc1ccccc1Cl (centres undefined)
 : -8%	-18	-10%	-2%	-15%	-13%	-2%	4	9
> COc1ccc(C(=O)C[n+]2cccc(C(N)=O)c2)cc1
 : -12%	-14	11%	-1%	22%	0%	1%	5	-1
> Cc1n[nH]c(=O)c2c(NC(=O)CSc3nncn3C(C)C)oc(C)c12
 : 7%	19	3%	2%	?	2%	3%	29	46
> Cc1cc(C(=O)N/N=C/c2cccc([N+](=O)[O-])c2)c2ccccc2n1
 : 4%	6	-9%	6%	-19%	-12%	-1%	-1	5
> Cc1ccc(S(=O)(=O)N2CCN(S(C)(=O)=O)C2c2ccccc2)cc1 (centres undefined)
 : -2%	0	3%	10%	-3%	-1%	0%	1	6
> CCOc1ccc(C(=O)NNC(=O)CCNC(=O)c2ccc(Br)cc2)cc1OC
 : -18%	-12	-2%[9.24 µM]	-2%	-21%	-2%	-40%	0	-10
> C=CCN(C1CCCCC1)S(=O)(=O)c1ccc2c(c1)oc(=O)n2C
 : -6%	-12	-4%	-3%	-5%	0%	-10%	-13	15
> CC(C)C(=O)NC(c1cccc([N+](=O)[O-])c1)c1c(O)ccc2ccccc12 (centres undefined)
 : 3%	6	-23%	7%	0%	-22%	2%	3	45
> CCc1ccc(C(=O)COC(=O)c2ccco2)cc1
 : -12%	-8	12%	0%	17%	8%	5%	2	-28
> O=C1NC(c2ccccc2OC(F)F)Oc2ccccc21 (centres undefined)
 : 0%	9	-1%	-3%	-6%	-12%	7%	0	0
> COc1ccc(O)c(C(=O)c2cnn(C(=O)c3cccc(S(=O)(=O)N(C)C)c3)c2)c1
 : 3%	-11	0%	-6%	·	0%	·	3	0
> O=C(O)c1cc(-c2ccc3c(c2)OCO3)nc2ccc(Br)cc12
 : -11%	-15	-21%	-1%	-15%	-7%	-10%	-13	14
> COc1ccccc1CN1CC(C(=O)N(C)Cc2ccc(C)o2)CCC1=O (centres undefined)
 : 18%	0	0%	-5%	-3%	22%	-4%	-3	-2
> Cc1ccc(C(=O)c2ccccc2C(=O)O)cc1C
 : -6%	4	15%	0%	-3%	15%	?	2	18
> CC1(C)C(=O)Nc2ccccc2N1C(=O)COC(=O)COc1ccc(C#N)cc1
 : -5%	-7	21%	11%	0%	26%	7%	3	5
> Cc1cc(=O)oc2c3c(cc(OCC(=O)N[C@H](C(=O)O)c4ccccc4)c12)OC(C)(C)CC3
 : -8%	-4	2%	-4%	-12%	3%	0%	28	7
> COc1ccccc1-c1cc(C(F)(F)F)c(C#N)c(=O)[nH]1
 : 20%	23	3%	0%	25%	-1%	8%	8	32
> COC(=O)c1sccc1N/N=C/c1cccc(Oc2ccccc2)c1
 : 13%	8	-23%	1%	6%	?	-3%	12	-17
> COc1ccc(CC2(CO)CCN(Cc3cccn3-c3ccccn3)CC2)cc1
 : -3%	-22	0%	12%	-2%	-11%	-11%	-15	?
> COc1ccccc1N(CC(=O)NCc1ccccc1)S(=O)(=O)c1cccs1
 : ·	11	0%	5%	-4%	-1%	-4%	0	36

High-throughput results deposited in PubChem BioAssay by National Center for Advancing Translational Sciences (NCATS).
